# BRCA1 expr act: increases BRCA1 expression; MCF7-BRCA1-FFLuc reporter, luminescence, 48 h; response scale: scaled: vehicle 0%, 10 µM genistein 100%; Potency, µM (top dose mostly 46.1 µM), inactives show at the highest dose activation, actives largely listed as activators; 380,000 compounds, 1.1% hits; AID 624202; further: nearly all actives have a fitted effect of over 80% in size; some results filed as inactive show a strong effect at the top dose
#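 Compounds are tested at multiple concentrations on MCF7 BRCA1-luciferase reporter cells seeded at 2000 per well; after 48 h, a single luminescence end-point is taken and curves fitted to the normalized data.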
# FLuc counter: counter-screen for miR-21 project: firefly luciferase inhibitors or activators | P08659 | purified FLuc, Km substrates, luminescence inhibition | Potency, µM (titrated, usually from 57.5 µM), inactives show top-dose activity change, negative = inhibition, usual class: inhibitors | 360,000 compounds, 6.9% hits;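 further: plate controls were vehicle for no effect and reference inhibitor for full effect; nearly all actives have a fitted effect of over 55% in size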
# Target sequence (P08659 whole entry, looked up): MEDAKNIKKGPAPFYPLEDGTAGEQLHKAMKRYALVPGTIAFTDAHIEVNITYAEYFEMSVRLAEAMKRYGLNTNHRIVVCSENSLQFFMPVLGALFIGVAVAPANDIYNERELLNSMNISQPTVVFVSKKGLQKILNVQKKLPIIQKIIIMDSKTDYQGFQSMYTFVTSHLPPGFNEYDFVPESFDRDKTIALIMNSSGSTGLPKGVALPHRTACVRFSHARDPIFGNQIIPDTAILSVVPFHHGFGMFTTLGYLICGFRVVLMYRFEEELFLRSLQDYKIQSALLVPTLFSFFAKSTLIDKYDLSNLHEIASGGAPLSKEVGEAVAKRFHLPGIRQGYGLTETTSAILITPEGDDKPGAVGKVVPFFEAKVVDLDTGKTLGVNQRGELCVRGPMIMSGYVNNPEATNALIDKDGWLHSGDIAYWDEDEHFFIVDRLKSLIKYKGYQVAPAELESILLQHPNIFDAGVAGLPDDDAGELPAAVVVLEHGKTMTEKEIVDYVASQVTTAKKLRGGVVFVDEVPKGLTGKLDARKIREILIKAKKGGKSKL
#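 Biochemical qHTS of compounds, final roughly 60 µM downward over six points, against 10 nM purified firefly luciferase using Km concentrations of substrates (10 uM D-luciferin, 10 uM ATP) in Tris acetate pH 7.5 buffer; luminescence output.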
# ELG1 genotoxic: inducers of genotoxicity in HEK293T ELG1-luciferase cells; HEK293T ELG1-luciferase reporter, luminescence, 16 h; Potency, µM (titrated, usually from 46 µM), inactives show at the top dose activity change, positive = activation, usual class: activators; 330,000 compounds, 1.3% hits; further: % of control where 0% means no effect; nearly all actives have a fitted effect of over 60% in size
#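 Genotoxicity was scored as increased ELG1-luciferase reporter signal, measured by ONE-Glo luminescence (30 min, room temperature). Compound or vehicle exposure of the HEK293T reporter cells lasted 16 hr at 37°C.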
# NPC1 promoter act: NPC1 promoter activation; Huh7 NPC1 promoter luciferase reporter, 24 h; Potency, µM (doses to about 9.22 µM), inactives show at the top dose activation, most hits filed as activators; 320,000 compounds, 2.4% hits;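 further: % of control where 0% means no effect; nearly all actives have a fitted effect of over 60% in size; reporter is driven by a mutant NPC1 promoter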
#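 Luciferase expression driven by the NPC1 promoter was measured in stably transfected Huh7 cells after a 24 h compound incubation, using a luciferase reagent and a luminescence read.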
# MBNL1 CUG block: inhibitors of human MBNL1 binding to CUG repeat RNA | TR-FRET MBNL1-His/biotin-(CUG)12 binding, 665/545 ratio | AID 2675 | Potency, µM (highest dose often 57.5 µM), for the others: at the highest dose activity change, negative = inhibition, hits mostly inhibitors | Q9NR56 | 280,000 compounds, 0.036% hits; active means well fitted inhibition curve with a large enough effect in the signal ratio, with a control signal flat, not every such curve was filed as active; inconclusive means small, poorly fitted or top-dose-only effect, or effect the other way, or a change in a side signal; inactive means no such curve, though single readings can be large or run the other way; the % refers to the signal ratio; further: on the % scale 0 is the no-effect control and ±100 the full control effect
#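 TR-FRET between His-tagged MBNL1 and biotin-(CUG)12 RNA, detected with Tb anti-His antibody (0.055 ng/ul) and streptavidin-XL665 (5 nM), 60 min at room temperature. Compounds titrated 92 nM to 58 uM; 665/545 nm ratio normalized to buffer and complex controls.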
# Rab9 prom act: Rab9 promoter activation; Potency, µM (series often up to 9.22 µM), for the others: top-dose activation, negative = inhibition, actives largely listed as activators; 320,000 compounds, 2.8% hits; Huh7 Rab9 promoter-luciferase reporter, luminescence, 24 h; AID 485297; further: % of control where 0% means no effect; nearly all actives have a fitted effect of over 60% in size
#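 Huh7 reporter line, Rab9 promoter upstream of luciferase. Compound exposure 24 h at 37 °C in reduced-serum medium with 10% FBS. Read-out: luminescence.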
# RORgamma inh: ROR gamma (mouse) transcription inhibition; Drosophila S2 Gal4-RORgamma UAS-luciferase reporter, 20 h; Potency, µM (doses to about 53.6 µM), inactives show top-dose activity change, negative = inhibition, hits mostly inhibitors; 310,000 compounds, 5.4% hits; AID 2551; further: on the % scale 0 is the no-effect control and ±100 the full control effect; nearly all actives have a fitted effect of over 60% in size
# Target sequence (P51450 whole entry, looked up, the tested form may be a part): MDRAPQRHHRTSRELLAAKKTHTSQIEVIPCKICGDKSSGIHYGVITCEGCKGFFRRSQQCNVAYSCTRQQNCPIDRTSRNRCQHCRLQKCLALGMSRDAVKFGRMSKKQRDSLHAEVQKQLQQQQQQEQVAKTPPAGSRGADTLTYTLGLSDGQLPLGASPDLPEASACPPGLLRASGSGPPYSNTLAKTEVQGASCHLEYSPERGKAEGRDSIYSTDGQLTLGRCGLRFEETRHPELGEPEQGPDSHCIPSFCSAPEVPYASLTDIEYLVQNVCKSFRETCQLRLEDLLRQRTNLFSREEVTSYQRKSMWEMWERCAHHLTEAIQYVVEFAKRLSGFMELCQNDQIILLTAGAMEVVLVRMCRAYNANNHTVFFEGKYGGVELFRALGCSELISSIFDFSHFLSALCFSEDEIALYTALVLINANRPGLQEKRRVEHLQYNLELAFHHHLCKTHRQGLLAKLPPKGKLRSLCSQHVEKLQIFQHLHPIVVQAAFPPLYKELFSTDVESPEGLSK
#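 In this cell-based reporter format, copper sulfate (700 uM final) drives Gal4–ROR gamma fusion expression from a metallothionein promoter in Drosophila Schneider cells; compounds preincubated 1 hr, reporter read after 20 hr at ambient temperature.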
# CXXC DNA block: MLL CXXC-DNA interaction inhibition; MLL-CXXC / FITC-HOXA9 DNA fluorescence polarization; AID 2662; Q03164; Potency, µM (series often up to 115 µM), for the others: at the highest dose activity change, negative = inhibition, hits mostly inhibitors; 290,000 compounds, 0.037% hits; active means well fitted inhibition curve with a large enough effect in the polarisation, with a control signal flat, not every such curve was filed as active; inconclusive means small, poorly fitted or top-dose-only effect, or effect the other way, or a change in a side signal; inactive means no such curve, though single readings can be large or run the other way; the % refers to the polarisation
#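 Purified MLL-CXXC (added from a 7 uM solution) was preincubated 5 min at ambient with pinned compounds in 50 mM Tris-HCl pH 7.5, 50 mM NaCl, 1 mM DTT, 0.05% BSA. Fluorescein-labeled HOX-A9 DNA (50 nM solution) followed, 30 min, then polarization read.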
# p53 reactivator: re-activators of mutant p53. H1299 p53-A138V BP100-luciferase reporter, luminescence, 24 h. Potency, µM (highest dose often 92.2 µM), inactives show at the highest dose activity change, positive = activation, hits mostly activators. 320,000 compounds, 0.063% hits; further: % of control where 0% means no effect; nearly all actives have a fitted effect of over 45% in size
#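 p53-null H1299 cells stably carrying temperature-sensitive p53-A138V and a BP100-luciferase reporter were pinned with compounds (4-point, 1:5 series) and held 24 hrs at 37 deg C. Luminescence was read 10 min after detection reagent.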
# VP16 counter: Gal4-VP16 reporter inhibition counter-screen; Potency, µM (highest dose often 53.6 µM), for the others: at the top dose activity, negative = inhibition, usual class: inhibitors; Drosophila S2 Gal4-VP16 UAS-luciferase, luminescence, 20 h; 310,000 compounds, 3.5% hits;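 further: Gal4-VP16 expression switched on by copper sulfate through the metallothionein promoter; on the % scale 0 is the no-effect control and ±100 the full control effect; nearly all actives have a fitted effect of over 50% in size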
# uPA generation: inhibitors of cell surface uPA generation; Potency, µM (top dose mostly 38.3 µM), for inactives: top-dose activity change, negative = inhibition, actives largely listed as inhibitors; cell surface uPA generation assay, qHTS; AID 540303; 330,000 compounds, 0.31% hits; active means well fitted inhibition curve with a large enough effect; inconclusive means small, poorly fitted or top-dose-only effect; inactive means no such curve, though single readings can be large or run the other way; tested in mouse RAW 264.7 cells; further: on the % scale 0 is the no-effect control and ±100 the full control effect; nearly all actives have a fitted effect of over 55% in size
# * hit, by the source's call; ? = inconclusive; . = no result given; [ ] = remark or other dose. Unless noted, the call rests on the fitted dose curve; in most records, active means well fitted curve in the direction sought with a large enough effect; inconclusive means small, poorly fitted or top-dose-only effect, or another doubt; inactive means no such curve, though single readings can be large; an effect the other way counts as inactive or inconclusive. Potency means the concentration at half of the fitted maximal effect. Not all compounds are listed. The share of hits here may be higher or lower than overall.
SMILES,BRCA1 expr act,FLuc counter,ELG1 genotoxic,NPC1 promoter act,MBNL1 CUG block,Rab9 prom act,RORgamma inh,CXXC DNA block,p53 reactivator,VP16 counter,uPA generation
CCNc1nc2cccnc2s1,34.8%,-2.9%,8.8%,16.9%,6.9%,11.5%,21.0%,27.0%,9.3%,?,-3.1%
CC(C)C(=O)NNC(=O)c1c(O)c2ccccc2[nH]c1=O,-2.8%,-1.2%,0.6%,3.2%,0.2%,0.0%,21.3%,6.3%,4.4%,-13.9%,5.8%
CCOC(=O)C1=C(C)N(CCCC(=O)O)C(=O)NC1c1ccccc1OS(=O)(=O)c1ccc(C)cc1 (stereo not given),2.8%,?,5.6%,-0.4%,0.0%,3.3%,-15.4%,-2.1%,-11.3%,8.8%,-0.9%
N#Cc1c(NC(=O)CSCC(=O)O)sc2c1CCCC2,-15.2%,?,-0.5%,-4.7%,-3.0%,-1.8%,?,-2.4%,-3.4%,?,-4.0%
Cc1ccc(-c2nc(-c3ccncc3)no2)c(C)c1,5.01µM*,2.13µM*,20.6µM*,3.16µM*,-2.1%,2.51µM*,-32.9%,-13.4%,?,?,?
COc1cc(S(=O)(=O)N2CCN=C2c2ccccc2)ccc1F,-72.0%,1.0%,1.9%,-20.6%,-2.8%,-14.5%,1.0%,-0.4%,-14.3%,-4.7%,.
Cc1c(NC(=O)CSc2nc3ccccc3n2C)c(=O)n(-c2ccccc2)n1C,-4.6%,2.5%,0.5%,-2.7%,-4.7%,4.5%,-16.5%,-4.0%,1.0%,-9.7%,6.5%
O=C(COC(=O)C1CC(=O)N(Cc2ccco2)C1)Nc1ccccc1[N+](=O)[O-] (stereo not given),10.5%,0.3%,-2.8%,-0.6%,.,-1.4%,.,.,0.9%,.,-1.9%
CCc1ccc(NC(=S)N2CCC(NC(=O)c3ccccc3)CC2)cc1,-3.6%,0.5%,-4.4%,1.7%,-1.3%,-1.4%,0.0%,4.0%,-0.6%,-0.1%,-2.7%
CCn1c(SCC(=O)c2ccccc2)nc2ccccc2c1=O,-0.1%,?,-1.9%,-1.8%,0.1%,-5.5%,?,2.8%,-0.6%,?,-2.6%
O=c1c(-c2nc3ccccc3s2)cccn1Cc1ccc(Cl)cc1,77.7%,13.5µM*,?,22.2%,1.7%,?,25.7%,-3.8%,14.4%,-8.8%,.
COC(=O)C1CCN(C(=O)CSc2ccccc2)CC1,-31.9%,-1.5%,2.1%,-0.4%,.,0.3%,4.2%,-5.8%,29.7%,-4.2%,1.1%
O=C(NCCCN1CCCCCC1)c1ccc(N2CCCC2=O)cc1,4.9%,6.9%,-0.6%,-2.7%,0.3%,0.6%,0.9%,5.9%,-4.7%,-1.9%,4.6%
O=C(NCc1ccco1)c1cccnc1-c1nc2ccccc2s1,-34.9%,4.5%,-17.1%,-3.2%,17.7%,2.3%,-44.5%,-4.1%,24.1%,?,-3.1%
CCCN(CCC)CCCn1c(=O)[nH]c2ccccc21,0.2%,-0.1%,3.3%,-1.5%,-3.7%,?,-15.7%,-21.4%,4.1%,-1.9%,7.4%
O=C(O)c1ccc2c(c1)C(=O)N([C@H](Cc1ccc(C(F)(F)F)cc1)C(=O)O)C2=O,.,1.5%,.,-1.0%,.,3.0%,18.1%,.,.,-1.2%,.
CN(C)C(=O)c1ccc(NC(=O)c2sccc2-c2ccccc2)cc1,15.7%,5.2%,-8.3%,1.4%,21.9%,13.1%,19.6%,5.8%,-1.6%,-9.3%,-0.6%
CCC(=O)Nc1nc2nc(-c3ccccc3)cc(-c3ccccc3)n2n1,-7.3%,-0.3%,5.5%,-2.3%,4.5%,-1.3%,12.9%,3.3%,-1.9%,-20.5%,2.4%
CCC1(C)N=c2c(c(=O)n(C)c(=O)n2C)=NO1 (stereo not given),14.4%,1.6%,1.8%,0.3%,?,-4.3%,-24.1%,?,-8.9%,-5.4%,6.1%
O=C(CCNC(=O)c1ccc([N+](=O)[O-])cc1)NCCc1ccccc1,6.0%,-6.5%,3.3%,3.4%,?,2.9%,2.0%,9.2%,2.7%,25.6%,0.6%
CC(C)c1ccc(NC(=O)NC2(C(=O)NCc3cccnc3)CCCCC2)cc1,11.6%,0.3%,1.4%,4.8%,-2.7%,-2.6%,0.8%,0.1%,-2.9%,-5.7%,-9.6%
O=S(=O)(Nc1ccncc1Cl)c1ccc2ccccc2c1,-16.0%,?,2.4%,-2.6%,-0.1%,-1.3%,21.7%,8.8%,-4.4%,6.5%,-2.8%
COc1ccc(C)cc1NC(=O)c1ccc(CN2CCN(c3ccccc3)CC2)cc1,-50.2%,0.7%,7.2%,-10.1%,-12.8%,-15.8%,16.8%,-1.4%,19.2%,-4.3%,-1.2%
O=C(Nc1ccccc1)Nc1ccc(C(=O)N2CCOCC2)cc1,69.5%,13.5µM*,?,?,-2.8%,1.1%,-22.8%,0.7%,5.4%,?,-8.6%
O=C(NCCCN1CCOCC1)C1(c2ccccc2)CCCC1,2.2%,9.7%,0.2%,-1.5%,5.8%,-7.5%,13.6%,-0.4%,-5.4%,-15.8%,-3.4%
CC(=O)N1CCN(C(=O)CN2C(=O)NC(C)(c3ccc4ccccc4c3)C2=O)CC1 (stereo not given),-16.1%,6.1%,-3.0%,-2.3%,.,-0.1%,.,.,0.2%,.,2.5%
CCCCn1c(N)c(N(CC(C)C)C(=O)C2CCN(S(=O)(=O)c3ccc(F)cc3)CC2)c(=O)[nH]c1=O,-22.2%,-2.7%,-0.1%,-0.6%,-1.5%,4.3%,-4.4%,-4.9%,8.6%,5.6%,2.5%
OC[C@H]1NC[C@@H](O)[C@@H]1O,-27.6%,-0.2%,-7.5%,4.6%[46.1 µM],.,3.8%[46.1 µM],.,0.2%,4.8%,.,-9.5%
CCOc1cc(N2CCOCC2)c(OCC)cc1NC(=O)c1cc(S(=O)(=O)N2CCOCC2)ccc1Cl,-46.3%,-1.3%,-5.8%,-6.7%,.,1.1%,.,.,-7.7%,.,?
CC(C)(C)C(=O)NC1(C(F)(F)F)NC(=O)N(Cc2ccccc2)C1=O (stereo not given),-9.1%,-0.1%,-1.8%,-0.2%,-5.8%,-5.4%,13.4%,0.7%,0.4%,?,-0.2%
Cc1ccc(NC(=S)Nn2cnnc2)c(C)c1,.,2.4%,0.1%,-3.8%,-5.7%,-51.5%[inhibitor],-13.6%,4.9%,4.0%,0.9%,.
Cc1oc(-c2cccc(F)c2)nc1CN1CCCN(C(=O)c2ccco2)CC1,-31.5%,-1.8%,-4.2%,2.1%,0.8%,2.0%,-6.7%,6.0%,0.1%,1.9%,-0.7%
O=C(c1cc2ccccc2cc1O)N1CCN(c2cccc(Cl)c2)CC1,-48.4%,0.1%,-7.2%,4.9%,.,-6.0%,.,.,-1.2%,.,-0.7%
CC(C(=O)Nc1ccc(S(=O)(=O)N2CCCCC2)cc1)N1CCN(c2ccccn2)CC1 (stereo not given),.,1.6%,-0.9%,-10.8%,5.6%,-2.1%,-3.7%,-9.2%,-2.8%,-4.7%,.
Cc1cccc(Cc2nnc(CCC(=O)N3CCCCC3c3nccs3)o2)c1 (stereo not given),2.9%,-15.5%,-5.7%,7.8%,-8.3%,5.2%,40.8%,2.4%,-0.8%,20.6%,2.7%
CC(=O)c1cn(CCOc2ccc(F)cc2)c2ccccc12,5.3%,-4.2%,-0.8%,-9.8%,0.1%,-13.4%,?,-0.8%,.,?,-24.4%
COC(=O)c1c(C#N)c(N)nc2c1CCC2,14.5%,4.4%,1.0%,-0.9%,20.6%,1.7%,-10.9%,1.5%,8.0%,1.0%,1.2%
COc1ccccc1CN1CCNC(=O)C1CC(=O)NCCCn1cccn1 (stereo not given),8.3%,-1.4%,-0.9%,-5.6%,-3.5%,0.2%,2.8%,-3.2%,2.2%,-5.0%,-0.1%
O=C(COc1c(Cl)cc(Cl)cc1Cl)c1ccc(Cl)cc1,13.6%,3.3%,1.8%,-3.6%,-17.7%,-15.0%,-3.9%,-4.2%,8.4%,1.6%,-0.4%
Cc1ccc(CC(=O)NCC2CCCCC2)cc1,?,?,?,?,-7.2%,?,41.1%,-3.7%,?,-0.7%,?

# Screening results deposited in PubChem by National Center for Advancing Translational Sciences (NCATS).
